Compound activity (PubChem)
JMJD2A Tudor inh: qHTS Assay for Inhibitors of JMJD2A-Tudor Domain. Lysine-specific demethylase 4A (Homo sapiens), O75164. AlphaScreen JMJD2A-Tudor / H3K4me3 peptide binding. Potency, µM (doses to about 114 µM), for inactives: at the highest dose activity change, negative = inhibition, actives largely listed as inhibitors. 4.4% of 390,000 active; further: potency means the concentration at half of the fitted maximal effect; on the % scale 0 is the no-effect control and ±100 the full control effect; nearly all actives have a fitted effect of over 50% in size
ERG Ets-DNA blk: qHTS for Small Molecule Inhibitors of the ERG Ets/DNA interaction | Transcriptional regulator ERG (Homo sapiens), P11308 | fluorescence polarization, His-ERG Ets domain / labelled DNA | Potency, µM (series often up to 76.9 µM), for inactives: top-dose FP activity, negative = inhibition, most hits filed as inhibitors | 0.028% of 370,000 active | AID 624246, 2012; active means well fitted inhibition curve with a large enough effect in the polarisation, with a control signal flat; inconclusive means small, poorly fitted or top-dose-only effect, or effect the other way, or a change in a side signal; inactive means no such curve, though single readings can be large or run the other way; the % refers to the polarisation;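 further: polarization taken with two DNA probes labelled with fluorescein and Texas red; potency means the concentration at half of the fitted maximal effect; % of control where 0% means no effect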
Target sequence (P11308 whole entry, looked up, the tested form may be a part): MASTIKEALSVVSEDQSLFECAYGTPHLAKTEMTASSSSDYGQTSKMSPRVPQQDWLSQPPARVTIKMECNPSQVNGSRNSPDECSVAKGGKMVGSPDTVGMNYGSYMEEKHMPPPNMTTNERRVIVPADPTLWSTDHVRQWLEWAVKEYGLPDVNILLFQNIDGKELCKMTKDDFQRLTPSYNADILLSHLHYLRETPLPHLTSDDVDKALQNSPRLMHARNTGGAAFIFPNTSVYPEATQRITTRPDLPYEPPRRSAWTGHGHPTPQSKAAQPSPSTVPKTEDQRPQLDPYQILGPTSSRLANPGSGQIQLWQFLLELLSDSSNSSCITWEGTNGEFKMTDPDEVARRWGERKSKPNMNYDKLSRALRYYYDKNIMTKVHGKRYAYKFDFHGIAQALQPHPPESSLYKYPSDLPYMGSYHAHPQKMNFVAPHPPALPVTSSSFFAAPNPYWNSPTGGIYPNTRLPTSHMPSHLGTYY
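His-tagged ERG Ets domain (1 uM in the protein solution; 300mM KCl, 50mM Tris-HCl, 1mM EDTA, 1mM DTT, pH 7.5) received compound, then a probe mix of 5 nM fluorescein-DNA and 100nM Texas-615-DNA. Fluorescence polarization was read for both dyes.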
Tb PGK inh: qHTS Assay to Find Inhibitors of Phosphoglycerate Kinase; 0.043% of 380,000 active; Potency, µM (top dose mostly 57.5 µM), for the others: top-dose activity change, negative = inhibition, usual class: inhibitors; PGK/GAPDH coupled, Kinase-Glo luminescence, 60 min; Phosphoglycerate kinase, glycosomal (Trypanosoma brucei brucei), P07378; AID 602233, 2012; further: potency means the concentration at half of the fitted maximal effect; on the % scale 0 is the no-effect control and ±100 the full control effect; nearly all actives have a fitted effect of over 60% in size
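Luminescent ATP detection (Kinase-Glo Plus) follows a 60-minute room-temperature incubation, with wells lacking PGK as controls. Buffer: 100 mM TEA (pH 7.6), 5 mM MgCl2, 0.01% Tween-20. Coupling enzyme GAPDH (100 nM final) supplies unstable 1,3-BPG in-well.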
GLS inhibitor: qHTS for Inhibitors of Glutaminase (GLS). Glutaminase kidney isoform, mitochondrial (Homo sapiens), O94925. GLS enzymatic activity, qHTS titration. AID 624170, 2012. Potency, µM (doses to about 45.5 µM), for inactives: top-dose activity change, negative = inhibition, hits mostly inhibitors. 0.21% of 410,000 active; further: potency means the concentration at half of the fitted maximal effect; on the % scale 0 is the no-effect control and ±100 the full control effect
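Enzyme dispensed in phosphate buffer (45 mM, pH 8.2, 0.02% Tween-20), compounds pinned in, then 1 mM L-glutamine solution and the glutamate oxidase–HRP–Amplex Red mix added; fluorescence read immediately and again after 30 min at room temperature.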
BAZ2B inh: qHTS Assay for Inhibitors of BAZ2B | Bromodomain adjacent to zinc finger domain protein 2B (Homo sapiens), Q9UIF8 | AlphaScreen BAZ2B-H3K14Ac peptide displacement | Potency, µM (top dose mostly 114 µM), inactives show at the top dose activity change, negative = inhibition, hits mostly inhibitors | 4.4% of 360,000 active | AID 504333, 2011; further: potency means the concentration at half of the fitted maximal effect; on the % scale 0 is the no-effect control and ±100 the full control effect; nearly all actives have a fitted effect of over 60% in size
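AlphaScreen displacement: compounds (up to 110uM) incubated 30 min at room temperature with a preformed 50 nM BAZ2B/50 nM biotinylated H3K14Ac peptide complex in PBS pH 7.4 with Tween-20. Donor and acceptor beads at 10 ug/mL final added, 20 min light-protected before reading.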
HP1b binding inh: HTS for Inhibitors of HP1-beta Chromodomain Interactions with Methylated Histone Tails | Chromobox protein homolog 1 (Homo sapiens), P83916 | AlphaScreen HP1-beta / biotin-H3K9me3 peptide binding | Potency, µM (top dose mostly 114 µM), without a hit: top-dose activity change, negative = inhibition, usual class: inhibitors | 0.56% of 390,000 active | AID 540317, 2011; further: potency means the concentration at half of the fitted maximal effect; nearly all actives have a fitted effect of over 70% in size; inactives centre near 23
Target sequence (P83916 whole entry, looked up): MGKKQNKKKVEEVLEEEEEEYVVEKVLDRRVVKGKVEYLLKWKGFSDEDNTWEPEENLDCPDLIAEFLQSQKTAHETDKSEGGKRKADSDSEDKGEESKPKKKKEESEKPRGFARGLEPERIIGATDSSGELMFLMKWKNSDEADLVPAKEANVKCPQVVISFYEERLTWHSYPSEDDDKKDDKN
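AlphaScreen: HP1-beta (50 nM) preformed 30 min with biotin-H3(1-18)K9me3 peptide (50 nM) in PBS pH 7.4, 0.01% Tween-20. Compound added for 30 min at RT, then streptavidin donor/nickel chelate acceptor beads (10 ug/mL) for 30 min.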
PI4K2A block: qHTS for small molecular inhibitors of PI4K2A; AID 1346378, 2018; 0.13% of 420,000 active; purified PI4K2A, ADP-Glo luminescence, 1 h; stronger effect = lower value; Phosphatidylinositol 4-kinase type 2-alpha (Homo sapiens), Q9BTU6; activity change, negative = inhibition, % at 76.9 µM; in the data active means activity change below about -50%; inconclusive means mostly about -30% to -49%;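 further: -100% = wells without enzyme as full effect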
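ADP-Glo luminescence measured ADP generated by PI4K2A enzyme (4 ug/mL before mixing) with 1.2 mM PI substrate (pre-mix) and 300 microM ATP (pre-mix). Tris pH7.5 buffer with MgCl2, Triton X-100; 1 h reaction at ambient temperature.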
G9a block: qHTS Assay for Inhibitors of Histone Lysine Methyltransferase G9a; G9a H3K9 monomethylation, AlphaScreen, 2 h; Potency, µM (top dose mostly 102 µM), without a hit: top-dose activity, negative = inhibition, hits mostly inhibitors; AID 504332, 2011; 8.8% of 350,000 active; Histone-lysine N-methyltransferase EHMT2 (Homo sapiens), Q96KQ7; further: potency means the concentration at half of the fitted maximal effect; on the % scale 0 is the no-effect control and ±100 the full control effect; nearly all actives have a fitted effect of over 75% in size
Target sequence (Q96KQ7 913-1193 limits assumed): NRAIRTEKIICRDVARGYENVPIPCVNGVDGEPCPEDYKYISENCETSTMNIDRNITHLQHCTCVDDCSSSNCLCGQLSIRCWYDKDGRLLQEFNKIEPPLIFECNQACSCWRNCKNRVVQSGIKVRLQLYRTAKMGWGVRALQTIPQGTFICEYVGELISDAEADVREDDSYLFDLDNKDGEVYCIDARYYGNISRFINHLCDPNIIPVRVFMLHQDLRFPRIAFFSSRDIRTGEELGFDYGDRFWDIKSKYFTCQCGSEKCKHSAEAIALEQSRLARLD
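Enzyme 20 nM + cpd, 15 min RT; add b-H3K9 pep 500 nM / SAM 20 uM; 2 h RT; anti-H3K9me1 Ab 0.5 ug/mL + SA donor / anti-rabbit acceptor beads 20 ug/mL each, 10 min; AlphaScreen read.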
Pin1 inhibitor: qHTS Assay to Find Inhibitors of Pin1 | Pin1 FP peptide displacement, HiFluor488, 10 min | Potency, µM (doses to about 115 µM), for the others: top-dose activity, negative = inhibition, most hits filed as inhibitors | 0.009% of 390,000 active | AID 504891, 2011; active means well fitted inhibition curve with a large enough effect in the polarisation, with a control signal flat, not every such curve was filed as active; inconclusive means small, poorly fitted or top-dose-only effect, or effect the other way, or a change in a side signal; inactive means no such curve, though single readings can be large or run the other way; the % refers to the polarisation; further: potency means the concentration at half of the fitted maximal effect; on the % scale 0 is the no-effect control and ±100 the full control effect
Starred values were filed as active, the others as inactive; i = inactive; u = inconclusive; x = no result given; [ ] = dose if it differs, or a comment. Unless noted, the call rests on the fitted dose curve; in most records, active means well fitted curve in the direction sought with a large enough effect; inconclusive means small, poorly fitted or top-dose-only effect, or another doubt; inactive means no such curve, though single readings can be large; an effect the other way counts as inactive or inconclusive.

JMJD2A Tudor inh	ERG Ets-DNA blk	Tb PGK inh	GLS inhibitor	BAZ2B inh	HP1b binding inh	PI4K2A block	G9a block	Pin1 inhibitor	compound
0.6%	8.9%	-3.4%	2.7%	10.0%	23.8%	-4.6	-8.7%[59 µM]	1.6%	COc1ccccc1NS(=O)(=O)c1cc(Cl)ccc1OC
-18.5%	0.0%	-3.9%	-1.5%	-16.1%	16.3%	1.1	-7.2%[59 µM]	1.5%	Cc1ccc(CN(Cc2cccn2-c2nnc(N3CCCC3=O)s2)C(=O)Nc2cc(C)cc(C)c2)cc1
-11.1%	2.6%	-6.3%	-0.1%	4.8%	6.1%	-10.0	u	12.4%	COc1ccc(S(=O)(=O)Nc2ccc(-c3ccc4nnc(C)n4n3)cc2)c(OC)c1
-20.4%	-0.9%	4.9%	-12.0%	10.5%	16.9%	-5.3	14.8%[59 µM]	1.7%	COc1ccc(C)cc1Nc1cc(C)nc2nc(C)nn12
-15.9%	1.7%	-6.4%	5.5%	-37.6%	-0.4%	2.8	-7.4%[59 µM]	-1.4%	COc1cc(CNc2nc(C)c([N+](=O)[O-])c(C)c2C#N)cc(OC)c1OC
-12.7%	3.1%	-4.7%	1.7%	-2.2%	-3.3%	-0.3	x	-0.8%	Cn1ccnc1C(O)(c1ccccc1)c1ccccc1
-11.0%[11.4 µM]	-3.8%	8.8%	60.7%[activator]	-7.6%	-4.4%	-0.7	-25.1%[59 µM]	-12.9%	C=CCN(C(=O)CCC(=O)O)C1CC(=O)N(c2ccc(OCCC)cc2)C1=O (stereo not drawn)
-11.9%	-0.4%	i	-7.6%	-11.8%	-8.1%	2.5	-1.9%[59 µM]	5.5%	O=C(Nc1ccccc1F)C(c1ccccc1)N1Cc2ccccc2C1=O (stereo not drawn)
3.4%	13.1%	0.9%	4.2%	4.5%	43.1%[activator]	-0.9	5.2%[59 µM]	0.1%	O=C(COC(=O)/C=C/c1cccs1)Nc1ccc2ccccc2c1
-9.8%	-2.2%	2.1%	8.2%	x	63.4%[activator]	5.9	x	-0.7%	COc1ccc(Nc2cc(C)nc3ncnn23)cc1
-20.3%	1.6%	0.9%	17.7%	x	4.1%	1.5	-57.8%[59 µM]	2.4%	CCOC(=O)C1=C(CN2CCN(c3ccccc3)CC2)NC(=O)NC1c1ccc(C)cc1 (stereo not drawn)
-25.7%	-4.9%	-0.2%	4.8%	-12.0%	18.5%	2.1	u	4.2%	COc1ccc(NC(=S)N/N=C/c2ccc(F)c(F)c2)cc1
4.2%	0.0%	-0.5%	3.5%	-16.8%	44.7%[activator]	0.4	1.8%	-6.6%	O=C1C(=O)N(Cc2ccccc2)C(=O)N1CCN1C(=O)c2ccccc2C1=O
-11.0%	1.3%	-5.5%	10.9%	12.7%	23.8%	0.3	49.4%[activator][12.7 µM]	2.3%	CCOC(=O)c1c(C)[nH]c(C(=O)OCC(=O)N(CC(C)C)C2CCS(=O)(=O)C2)c1C (stereo not drawn)
u	-11.7%	-4.6%	-1.6%	u	u	0.8	14.1µM*	-4.5%	c1ccc(COc2nsnc2N2CCOCC2)cc1
u	1.0%	-3.1%	12.6%	-2.2%	0.8%	-6.0	-4.4%[59 µM]	-2.3%	COc1ccc(C(=O)Nc2ccc3oc(-c4cc(Cl)ccc4Cl)nc3c2)cc1Br
-35.5%	-3.8%	-4.8%	8.2%	-13.4%	2.0%	4.3	-16.7%	-0.6%	Fc1ccc2c(c1)C(c1cccnc1)=NNC(c1cccs1)=N2
u	-1.2%	-1.7%	0.8%	-7.2%	u	0.6	22.4µM*	u	Cc1ccc2nc3c(cc(C(N)=S)c(=N)n3CCCOC(C)C)c(=O)n2c1
-17.4%	8.5%	-5.7%	-0.1%	u	8.5%	-14.7	u	47.0%[activator]	Cc1ccc2cc(CN(Cc3ccc4c(c3)OCO4)Cc3nnnn3Cc3ccco3)c(=O)[nH]c2c1
-17.8%	5.3%	0.6%	3.1%	-21.4%	10.3%	-1.7	-8.0%[59 µM]	3.0%	Cc1ccc(Cl)cc1N1CCN(C(=O)c2ccc3c(Cl)c4c(nc3c2)CCCC4)CC1
-6.1%	0.0%	i	0.6%	-9.3%	23.7%	-3.0	-1.1%[59 µM]	-0.3%	COc1ccc(C(=O)N2CC(=O)Nc3ccc(F)cc3C2c2ccc(F)cc2)c(OC)c1 (stereo not drawn)
-10.4%	-1.9%	-3.0%	0.8%	-0.5%	29.3%	3.9	20.3%[59 µM]	8.0%	Cc1cc(N2CCN(C(=O)c3ccco3)CC2)n2ncnc2n1
-10.4%	-17.6%	-3.0%	1.8%	-15.2%	20.8%	3.6	19.7%	0.5%	CC(C)CCN1C(=O)c2ccc(C(=O)Nc3ccccn3)cc2C1=O
-11.4%	-14.6%	i	-2.6%	-6.3%	33.6%	6.3	u	2.0%	CCOc1ncccc1C(=O)Nc1ccc(C(=O)Nc2ccc(OC)cc2)cc1
-12.3%	-12.9%	-0.2%	2.1%	-29.2%	20.9%	7.2	-6.2%[0.501 µM]	-9.3%	Cc1ccc(C)c(NC(=O)CCN2CCN(CCO)CC2)c1
-3.3%	-5.3%	0.3%	2.6%	-2.8%	28.1%	-2.5	x	-6.2%	COC(=O)c1ccc(-c2noc(CN(Cc3ccccn3)CC3CCCO3)n2)cc1 (stereo not drawn)
-16.3%	-1.7%	-9.3%	19.2%	-14.1%	2.8%	-0.7	17.8%	3.0%	COc1ncccc1C(=O)N1CCCC(N2CCN(c3cccc(Cl)c3)CC2)C1 (stereo not drawn)
u	-14.5%	-23.0%	u	-35.8%	-7.0%	0.5	-4.0%[0.501 µM]	x	CC(=O)OCC1=C(C(=O)O)N2C(=O)C(NC(=O)COc3ccc(F)cc3)C2SC1 (stereo not drawn)
0.4%	5.7%	-2.2%	6.0%	-32.4%	25.4%	-0.1	6.9%	-1.9%	COc1ccc(CNC(=O)CSc2n[nH]c(N)n2)cc1
-16.0%	6.4%	i	-0.6%	x	14.3%	-6.1	x	-14.6%	CC(C)C(NC(=O)c1ccc(Cl)c([N+](=O)[O-])c1)C(=O)NCc1ccccn1 (stereo not drawn)
56.2µM*	-1.7%	-15.6%	-11.3%	35.5µM*	50.1µM*	-3.2	12.6µM*	u	Cc1cc(C)c2nc(-c3ccccn3)cc(C(=O)Nc3ccc(S(=O)(=O)Nc4onc(C)c4C)cc3)c2c1
-10.0%	2.1%	-1.8%	-1.1%	x	36.2%[activator]	-5.5	x	1.4%	C=CCC1(C(=O)N(C)Cc2ccccc2)CCN(C(=O)OC(C)(C)C)CC1
-25.2%	2.3%	-1.2%	-1.7%	u	20.5%	3.3	u	2.9%	CCn1ccnc1CN(C)Cc1cn(C)nc1-c1ccccc1F
-16.1%	1.9%	-3.1%	0.2%	0.9%	32.1%	8.6	u	-0.4%	CCOC(=O)c1cc(NC(=O)Nc2nccs2)c(C)nc1C
-21.4%	7.1%	-9.3%	13.4%	-6.2%	18.3%	-8.3	u	2.7%	Cc1ccc(-c2nc3ccccc3c(=O)n2CCCN2CCOCC2)cc1
-20.8%	-5.4%	-5.9%	3.5%	x	22.0%	-2.1	x	-1.4%	Cc1ccccc1Sc1ccc(N)cn1
16.6%	15.4%	i	0.0%	-5.3%	57.1%[activator]	-7.3	58.2%[activator]	-3.3%	CSc1nsc(SCC(=O)Nc2ccc(F)cc2F)n1
14.6%	13.6%	-3.8%	-2.4%	-8.5%	19.5%	-0.3	-5.6%[12.7 µM]	u	COc1cc(S(=O)(=O)N2CCN(c3ccccc3)CC2)ccc1F
-12.6%	11.0%	i	1.5%	-9.9%	35.2%	4.1	3.5%	-0.9%	Cc1cc(C)c(S(=O)(=O)c2ccccc2C)c(OCCO)n1
79.4µM*	11.2%	-17.8%	140.4%[activator]	50.1µM*	u	0.0	44.7µM*	-3.7%	Cc1ccc(S(=O)(=O)N2CCN(C(=O)/C=C/c3ccco3)CC2)cc1
-9.1%	-2.6%	-3.7%	0.3%	-10.6%	12.9%	1.3	31.6µM*	2.3%	COC(CNC(=O)C1CCN(C(=O)c2cc3oc(C)cc3n2Cc2c(F)cccc2Cl)CC1)OC
-21.1%	-1.3%	1.2%	-20.3%	2.9%	15.9%	0.3	1.78µM*	-7.0%	CCCn1cnc2c(N)c(C)c(C)cc21
